Screening results: PubChem, National Center for Advancing Translational Sciences (NCATS)
S3 lipid droplet: qHTS Assay for Lipid Storage Modulators in Drosophila S3 Cells; AID 2685; Drosophila S3 cells, BODIPY lipid droplet fluorescence, 18-24 h; cells fed with added oleic acid; actives 0.64% (n = 320,000); lipid storage change, negative = inhibition, % at the top dose, mostly 46.1 µM; hits show Potency in µM; active means well fitted inhibition curve with a large enough effect in the signal ratio, with a control signal flat, not every such curve was filed as active; inconclusive means small, poorly fitted or top-dose-only effect, or effect the other way, or a change in a side signal; the % refers to the signal ratio
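Drosophila S3 cells loaded with oleic acid (400 uM, as added) and compounds at several concentrations; lipid droplets imaged by 488-nm laser-scanning cytometry, 500–530 nm intensity and object ratio to cell channel. Percent activity normalized to 20 uM Triacsin C.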
S3 lipid droplet cell count max: also measured in S3 lipid droplet; calls as there; cell number change, %; measured here: cell count max response;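 cells counted by Cell Tracker Red CMTPX staining in the red channel; peak over a dose series mostly up to 46.1 µM; percent activity relative to internal control wells on each plate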
An asterisk follows results filed as active; i = inactive; u = inconclusive; x = not tested or not shown. On the % scale 0 is the no-effect control and ±100 the full control effect; potency means the concentration at half of the fitted maximal effect.

SMILES	S3 lipid droplet	S3 lipid droplet cell count max
CS(=O)(=O)Nc1ccc2c(c1)OCC(=O)N2Cc1ccccc1	-13.7%	-12.9
O=C(OCN1C(=O)c2ccccc2C1=O)c1ccco1	4.8%	-0.2
Cc1c(NC(=O)NCCN2C(=O)C3C4C=CC(C4)C3C2=O)c(=O)n(-c2ccccc2)n1C (stereo not given)	u	x
CCCNc1c(NS(=O)(=O)c2ccc3c(c2)CCCC3)c(=O)oc2ccccc12	13.3%	-4.7
CNC(=O)/C(C#N)=C/c1c(N2CCN(c3ccc(OC)cc3)CC2)nc2c(C)cccn2c1=O	0.3%	12.4
Cc1cc(C(=O)COC(=O)CCC(=O)c2ccc3c(c2)OCCO3)c(C)n1Cc1ccco1	8.9%	3.4
Cc1ccc2oc(=O)c3cnn(CC(=O)NC4CCCCC4C)c3c2c1 (stereo not given)	0.2%	-0.3
c1csc(-c2noc(COc3ccc4c(c3)CCCC4)n2)c1	i	x
S=C(N/N=C/c1ccc(Br)cc1)N1CCCCC1	25.7%	-10.2
COc1ccc(NC(=O)CSc2ncnc3[nH]ncc23)cc1	-11.5%	0.4
COc1ccc(CN2CCC(N3CCC(C(=O)N4CCOCC4)CC3)CC2)c(F)c1	3.3%	1.3
O=S(=O)(c1ccc(Cl)cc1)N1CCN(c2ccc(N3CCOCC3)nn2)CC1	u	x
CCCCNC(=O)c1ccccc1NC(=O)c1ccc2c(c1)OCO2	u	x
CC(C)(C)OC(=O)N/N=C/c1cn(-c2ccccc2)nc1-c1cccnc1	-4.0%	-22.6
COc1ccc(S(=O)(=O)NCC(c2ccc3c(c2)OCO3)N2CCN(C)CC2)cc1OC (stereo not given)	27.5%	x
CC(=O)Nc1ccc(C(=O)OCCCOC(=O)c2ccc(NC(C)=O)cc2)cc1	u	x
O=C(CSc1nc2ccccc2o1)NCc1ccc2c(c1)OCO2	u	x
CCCCN(C)C(=O)CCC(=O)NNc1nc2ccccc2c2nc(C)nn12	5.2%	-6.1
CSc1nc2ccc(NC(=O)c3nn(C(C)C)c(=O)c4ccccc34)cc2s1	u	x
C/C(=N/NC(=O)c1ccco1)c1cccnc1	0.2%	13.8
N/C(=N\OC(=O)c1ccc(Br)o1)c1cccnc1	-6.9%	1.1
Cc1ccn2cc(-c3cccc(NS(C)(=O)=O)c3)nc2c1	-1.4%	x
Cc1cc(C(F)(F)Cl)n2ncc(-c3ccccn3)c2n1	19.1%	11.2
CCC(=O)NC(c1ccc(C)cc1)c1ccc2cccnc2c1O (stereo not given)	u	x
CCOC(=O)C1(CC2CCCCO2)CCN(S(=O)(=O)c2cccc(F)c2)CC1 (stereo not given)	u	x
Next part:
SMILES	S3 lipid droplet	S3 lipid droplet cell count max
COc1cc(CNc2nnnn2C)cc(OC)c1OC	u	x
CSCCC(NC(=O)c1ccccc1Cl)C(=O)NCc1ccncc1 (stereo not given)	u	x
Cc1cnc(C(=O)NCCc2ccc(C(F)(F)F)cc2)cn1	u	x
COc1ccc(-n2c(SCC(N)=O)nc3sc4c(c3c2=O)CCC4)cc1	u	x
COCC(=O)N1CCC(n2nccc2NC(=O)c2ccccc2OC)CC1	i	-13.5
Cc1cc(=O)oc2c(C)c(OC(C)C(=O)NCCN3CCOCC3)ccc12 (stereo not given)	u	x
COc1ccc(NS(=O)(=O)c2cc(NC(=O)c3cnccn3)ccc2OC)cc1Br	-25.1%	x
O=C(c1ccc(S(=O)(=O)Cc2cc(F)ccc2F)c([N+](=O)[O-])c1)N1CCCC1	7.3%	4.2
CC1CN(C(=O)c2ccc(COc3ccc4ccccc4c3)o2)CC(C)O1 (stereo not given)	17.9%	18.9
O=C(NC(NC1CCS(=O)(=O)C1)C(=O)c1cccs1)c1ccccc1 (stereo not given)	-24.0%	x
O=C(Nc1nc(-c2ccc(F)cc2)cs1)c1cnccn1	i	1.0
CCOC(=O)/C(C#N)=C(\N)C(C)C(=O)Nc1ccccn1 (stereo not given)	u	x
c1coc(CNc2c3c(nc4ncnn24)CCC3)c1	u	x
CC(=O)c1cccc(NC(=O)c2cc(-c3ccc(C)cc3)on2)c1	u	x
CC(c1ccc2c(c1)OCO2)n1c(=S)[nH]c2ccccc2c1=O (stereo not given)	u	x
Cc1ccccc1Cn1c(=O)n(CC2CCC(C(=O)NCCc3ccccc3)CC2)c(=O)c2ccccc21 (stereo not given)	5.9%	5.9
Cc1ccc(/C=C2/Sc3ccc(C(=O)N4CCN(C)CC4)cc3NC2=O)cc1	u	x
Cc1cccc(NC(=S)NCCc2ccc(Cl)cc2)c1C	i	21.3
CCCNC(=O)c1cc(-c2ccc(OC)cc2)n(CCCOC)c1C	0.6%	12.3
Cc1ccc(-n2nc3c(=O)n(CCCC(=O)NCc4ccco4)nc(C)c3c2C)cc1	-5.8%	-11.0
Cc1ccc(S(=O)(=O)N2CC3CCC2C3)cc1 (stereo not given)	3.8%	-8.7
CC[C@@H]1Cc2cc(O)ccc2C2=C1c1ccc(O)cc1C[C@H]2CC	u	x
O=C(Nc1ncccc1O)c1ccc(C(=O)c2ccccc2)cc1	-15.8%	-20.4
CCOc1cc(N2CCOCC2)c(OCC)cc1NC(=O)CC12CC3CC(CC(C3)C1)C2	u	x
Cc1ccc(NC(=O)c2ccc(-n3cccn3)c([N+](=O)[O-])c2)cc1C	0.7%	-26.0

Reprinted from the part before: 2 compounds; new compounds follow.
SMILES	S3 lipid droplet	S3 lipid droplet cell count max
CCOc1cc(N2CCOCC2)c(OCC)cc1NC(=O)CC12CC3CC(CC(C3)C1)C2	u	x
Cc1ccc(NC(=O)c2ccc(-n3cccn3)c([N+](=O)[O-])c2)cc1C	0.7%	-26.0
C1CC(CN2CCOCC2)CN(Cc2nc(CC3CC3)no2)C1 (stereo not given)	-1.8%	-3.4
NC(=O)NN=C1C2CCCC1C(c1ccccc1)NC2c1ccccc1 (stereo not given)	1.2%	11.1
COc1ccc(CN(CCN)C2CC(C)N(C)CC2C)cc1 (stereo not given)	u	x
CCOC(=O)C1=C(Nc2ccc(Br)cc2)CC(C)(O)C(C(=O)OCC)C1c1ccccc1 (stereo not given)	-2.2%	1.3
Cc1cc(C(=O)CSc2n[nH]c(N)n2)c(C)n1-c1cc(F)ccc1F	u	x
CN(C)c1ccc(N=Nc2ccc(C(=O)O)cc2)cc1	12.2%	x
CCOc1nc(NCc2ccco2)nc(Nc2ccccc2F)n1	u	x
COCCn1c(SCC(=O)NC2CC2)nnc1-c1ccc(Cl)cc1	u	x
Cc1ccc(NC(=O)Nc2cc(-c3ccccc3)nn2C)cc1Cl	-0.1%	11.6
c1ccc2c(-c3nc4ncccc4o3)cccc2c1	u	x
O=C(c1ccco1)N1CCN(c2cc(N3CCOCC3)c(F)cc2[N+](=O)[O-])CC1	u	x
CS(=O)(=O)Oc1ccccc1/C=C1/N=C(c2ccc(F)cc2)OC1=O	-15.1%	-12.5
COc1ccccc1/C=C/C=N/NC(=O)c1cccs1	u	x
Cn1nc([N+](=O)[O-])nc1Oc1ccccc1N	u	x
CCCCC/C=C\C[C@H](O)/C=C/c1cccc(C[C@H](O)CCCCO)n1	-0.1%	-1.1
CNC(=O)CSc1nnc(-c2cc(C)cc(C)c2)o1	i	x
CCc1nc(NCC2CCCO2)c2oc3ccccc3c2n1 (stereo not given)	20.8%	-2.8
COc1cccc(CC(=O)OCC(=O)Nc2nnc(-c3ccccc3)o2)c1	3.8%	2.2
COCCNS(=O)(=O)c1cccn1-c1ncc(C(F)(F)F)cc1Cl	i	x
COc1ccc(CCN2C(=S)NC3CC2(C)Oc2ccc([N+](=O)[O-])cc23)cc1OC (stereo not given)	u	x
CCOc1ccccc1NC(=O)CN1CCCCCC1	u	x
Cc1ccccc1N1C(=O)C(Cl)=C(N2CCOCC2)C1=O	i	-10.8
CC(C)CC(=O)c1c[nH]c(C(=O)NCc2cccs2)c1	u	x
CC(=O)c1ccc(N2C(=NC(=O)CCc3ccccc3)SC3CS(=O)(=O)CC32)cc1 (stereo not given)	i	-8.0
O=S(=O)(Nc1nc2ccccc2nc1-[n+]1ccccc1)c1ccc(Cl)cc1	u	x
Next records follow.
SMILES	S3 lipid droplet	S3 lipid droplet cell count max
O=[N+]([O-])c1c(Nc2ccccc2O)cc(N2CCOCC2)c2nonc12	7.0%	1.7
COC(=O)c1nc(C(=O)OC)c(C(=O)OC)nc1C(=O)OC	u	x
Cc1ccc([N+](=O)[O-])cc1NC(=O)CCc1ccccc1	u	x
Cn1c(=O)c2c(nc(CN3CCN(c4ccc(F)cc4)CC3)n2CCN2CCOCC2)n(C)c1=O	u	x
COC(=O)c1ccc(C(=O)NC2CCCc3c2cnn3-c2ccc(C)c(C)c2)cc1 (stereo not given)	u	x
COc1ccc2cc(C3CC(c4ccco4)=NN3S(=O)(=O)c3ccccc3)c(Cl)nc2c1 (stereo not given)	24.2%	19.5
O=C(Nc1ccc(CCC(=O)N2CCCC2)cc1)c1ncn[nH]1	11.0%	7.7
CC1(C)OC(=O)C(=NNc2ccc(O)cc2)C(=O)O1	5.8%	-9.5
S=C(NCc1ccco1)Nc1ccc(Cl)cc1	8.1%	11.9
O=S(=O)(NCc1nnc2ccccn12)c1ccc(F)cc1	u	x
Cc1cnc(NC(=O)CSc2nnc(-c3ccccc3)n2Cc2ccccc2)s1	-8.4%	-11.0
CCOC(=O)c1sc(NC(=O)c2ccc(S(=O)(=O)N3CCOCC3)cc2)cc1C	u	x
COc1ccc(S(=O)(=O)N(CC(=O)NCC2CCCO2)Cc2ccccc2)cc1C (stereo not given)	u	x
CCCc1nnc(NC(=O)c2cn(CC)c3cc(N4CCN(C)CC4)c(F)cc3c2=O)s1	-6.6%	x
O=C(NCc1cccs1)c1cccnc1SCCS(=O)(=O)c1ccc(C(F)(F)F)cn1	u	x
Cc1ccc(NC(=S)NCCSc2ccc(Cl)cc2)cc1	1.0%	1.1
O=C1NCC(c2ccccc2)C1C(=O)N/N=C/c1ccc(Cl)s1 (stereo not given)	-5.9%	3.6
COc1ccc(NC(=O)CC2C(=O)Nc3ccccc3N2CC(=O)N2CCCC2)cc1 (stereo not given)	u	x
COc1cccc(NC(=O)NC2(C(=O)N3CCN(C)CC3)CCCCC2)c1	u	x
COc1ccc(CC(=O)NC2CC(C)(C)NC(C)(C)C2)cc1	-2.7%	-21.3
Cc1ccc2cc(CN(CC3CCCO3)C(=S)NCc3ccco3)c(=O)[nH]c2c1 (stereo not given)	-5.0%	8.9
O=C(Cn1cc([N+](=O)[O-])ccc1=O)Nc1ccc2c(c1)OCO2	6.5%	6.2
CCn1c2c(c3ccc(OC)cc31)CCCC2=O	i	-23.2
CCc1cc(=O)oc2cc(C)cc(OCC(=O)NCCc3c[nH]c4ccccc34)c12	u	x
CCCC(=O)Nc1nc2nc(-c3ccccc3)cc(-c3ccccc3)n2n1	u	x

Ordered by formula weight (descending): 4 of the compounds above.
SMILES	S3 lipid droplet	S3 lipid droplet cell count max
COc1ccc(CN2CCC(N3CCC(C(=O)N4CCOCC4)CC3)CC2)c(F)c1	3.3%	1.3
CCOC(=O)C1(CC2CCCCO2)CCN(S(=O)(=O)c2cccc(F)c2)CC1 (stereo not given)	u	x
Cc1cccc(NC(=S)NCCc2ccc(Cl)cc2)c1C	i	21.3
c1ccc2c(-c3nc4ncccc4o3)cccc2c1	u	x

Single values from the list:
`COc1ccc(CC(=O)NC2CC(C)(C)NC(C)(C)C2)cc1` in S3 lipid droplet cell count max shows -21.3
`Cc1ccc2cc(CN(CC3CCCO3)C(=S)NCc3ccco3)c(=O)[nH]c2c1` (stereo not given) in S3 lipid droplet cell count max shows 8.9

Next part:
SMILES	S3 lipid droplet	S3 lipid droplet cell count max
Cc1sc2ncnc(Nc3ccccc3)c2c1C	u	x
CCOC(=O)COc1ccc2c(c1)C(=O)CC(C)(C)O2	u	x
CCOCCCNC(=O)CCNS(=O)(=O)c1ccc(C)cc1	u	x
Cc1nn(C)c(Cl)c1CN1CCN(C2CCCC2)C(CCO)C1 (stereo not given)	u	x
COc1ccc(NC(=O)CC2C(=O)N(C)C(=S)N2Cc2cccs2)cc1 (stereo not given)	u	x
O=C(O)CC(NC(=O)CCc1ccccc1)c1ccc(Cl)cc1 (stereo not given)	i	-7.2
COc1ccc2c(=O)c3c(=O)n(Cc4ccco4)c(-c4ccc(C)cc4)nc3oc2c1	i	-5.0
CCNc1ccc(C(=O)N/N=C/c2c(C)nn(-c3ccccc3)c2N2CCCC2)cc1[N+](=O)[O-]	15.0%	-20.4
CCCn1c(SCC(=O)N2CCc3ccccc32)nnc1-c1ccco1	u	x
Cc1ccc(C)c(SCC(=O)Nc2oc(C)c3c(C)n[nH]c(=O)c23)c1	u	x
O=S(=O)(Nc1ccc(-n2cnnn2)cc1)c1ccc(F)c(F)c1F	u	x
COc1ccc(/C=C2/C(=O)N(c3c(F)c(F)c(F)c(F)c3F)N=C2C)cc1	i	-24.1
COc1cc(NC(=S)NCCCN(C)C)c(OC)cc1NC(=O)c1ccco1	u	x
COc1cccc(CC(=O)Nc2ccccc2C(=O)N2CCOCC2)c1	2.1%	-15.3
O=C(O)C1C2CC2CN1C(=O)c1ccc(Cl)cc1Cl (stereo not given)	u	x
CC1CCN(S(=O)(=O)c2cccc(C(=O)NC3CCCCC3)c2)CC1	i	2.9
CCOC(=O)C1=C(C)NC(=O)NC1c1ccc(N(C)C)cc1 (stereo not given)	u	x
CCc1cccc(NS(=O)(=O)c2c(C)[nH]c(=O)[nH]c2=O)c1	5.6%	20.6
Cc1ccc(C(=O)N2CCN(c3ncccn3)CC2)cc1	u	x

An excerpt (hit frequency here may not be typical).
